hIAP block – human IAP inhibition | hit rate 0.12% among 330,000 | inhibition, % at 10 µM | purified IAP, CDP-Star luminescence, 30 min | P09923 | AID 2544;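 active means inhibition reaching a set limit with compound at 10 µM in the primary screen, cut at about 35% in these data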;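 further: plate controls were DMSO wells with enzyme for no effect and no-enzyme buffer wells for full effect; values of inactives mirror those of a sister screen read the other way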
Target sequence (P09923 whole entry, looked up): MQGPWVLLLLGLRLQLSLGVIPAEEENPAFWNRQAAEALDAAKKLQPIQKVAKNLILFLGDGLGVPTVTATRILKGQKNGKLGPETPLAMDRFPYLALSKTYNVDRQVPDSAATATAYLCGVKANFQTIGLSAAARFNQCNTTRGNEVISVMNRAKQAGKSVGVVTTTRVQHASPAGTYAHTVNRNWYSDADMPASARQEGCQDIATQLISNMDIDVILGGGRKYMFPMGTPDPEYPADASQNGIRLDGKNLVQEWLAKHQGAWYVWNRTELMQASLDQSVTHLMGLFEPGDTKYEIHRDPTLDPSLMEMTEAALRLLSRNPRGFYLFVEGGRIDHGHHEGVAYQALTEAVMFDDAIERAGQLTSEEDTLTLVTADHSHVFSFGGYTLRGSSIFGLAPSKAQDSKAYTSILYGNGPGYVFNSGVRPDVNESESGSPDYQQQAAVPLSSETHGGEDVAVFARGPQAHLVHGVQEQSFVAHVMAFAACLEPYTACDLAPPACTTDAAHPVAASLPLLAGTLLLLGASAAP
NR3A LBD binder – modulates the human NR3A ligand-binding domain | NR3A LBD differential scanning fluorimetry, Tm shift; 0% = protein alone, 100% = glycine-bound protein | Tm shift relative to glycine control, % at 25 µM | hit rate 2.5% among 340,000 | AID 1259313;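 active means melting temperature shift of at least 10% of the positive control shift, at one fixed dose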
MPTP block – blocks calcium-induced mitochondrial swelling; hit rate 1.4% among 360,000; inhibition, % at 10 µM; isolated mouse mitochondria, Ca2+ swelling absorbance, 30 min;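 active means inhibition of 50% or more, scaled per plate between neutral and stimulator controls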;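 further: 0% = DMSO wells given calcium and 100% = 1 mM EGTA wells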
A3A deaminase – inhibitors of human APOBEC3A DNA deaminase. P31941. recombinant A3A, FAM/TAMRA ssDNA deamination fluorescence. inhibition, % at 20 µM. hit rate 0.41% among 330,000;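 active means at least 40% inhibition at 20 µM here, with at most 30% in a related deaminase screen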;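 further: plate controls were A3A with DMSO for no effect and wells lacking A3A enzyme for full effect; some results filed as inactive read as strong as hits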
Target sequence (P31941 whole entry, looked up): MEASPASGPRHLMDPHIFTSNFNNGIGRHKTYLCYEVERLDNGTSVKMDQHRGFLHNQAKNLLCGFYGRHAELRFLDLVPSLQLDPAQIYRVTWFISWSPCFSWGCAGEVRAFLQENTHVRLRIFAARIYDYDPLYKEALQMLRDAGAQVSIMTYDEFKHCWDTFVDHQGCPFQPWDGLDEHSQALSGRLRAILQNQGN
beta cell repl – MIN6 beta-cell proliferation induction; proliferation, % at 10 µM; hit rate 0.29% among 330,000; MIN6 cells proliferation, ATPlite luminescence, 48 h; cells starved in 0.2% serum; 100% = growth in 10% serum;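 active means compounds whose signal lies at least 3.5 SD above the mean of all wells on their plate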;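 further: 0% = DMSO-treated cells in low-serum medium and 100% = 10% serum control; some compounds called inactive have numbers as strong as hits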
hIAP activ – human IAP activation. hit rate 0.16% among 330,000. purified human IAP, CDP-Star luminescence, 30 min; stronger effect = higher value; 1 = vehicle-only enzyme, 0 = enzyme-free background. AID 2524. activation factor at 10 µM;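 active means activation factor of the enzyme at least 2-fold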; further: the source names both 10 and 20 µM as test concentration; values of inactives mirror those of a sister screen read the other way
A3G deaminase – blocks human APOBEC3G single-stranded DNA deamination; hit rate 0.28% among 330,000; inhibition, % at 20 µM; recombinant A3G, ssDNA deamination FAM/TAMRA fluorescence; Q9HC16;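 active means inhibition of at least 40% at 20 µM, with no more than 30% in the related APOBEC3A deaminase screen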;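 further: plate controls were DMSO wells with A3G for no effect and wells lacking A3G enzyme for full effect; some compounds called inactive have numbers as strong as hits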
Target sequence (Q9HC16 whole entry, looked up): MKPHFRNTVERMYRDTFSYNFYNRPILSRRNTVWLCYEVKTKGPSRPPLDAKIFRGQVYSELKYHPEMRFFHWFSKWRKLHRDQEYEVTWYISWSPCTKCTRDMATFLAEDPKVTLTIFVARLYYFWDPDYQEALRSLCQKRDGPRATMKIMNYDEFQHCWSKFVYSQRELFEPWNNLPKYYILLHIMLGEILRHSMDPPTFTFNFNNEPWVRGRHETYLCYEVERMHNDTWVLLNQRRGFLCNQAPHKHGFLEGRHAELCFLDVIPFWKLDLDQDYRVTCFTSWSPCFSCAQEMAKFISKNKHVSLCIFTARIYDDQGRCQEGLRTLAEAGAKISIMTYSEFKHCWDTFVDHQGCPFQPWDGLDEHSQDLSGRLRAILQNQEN
mIAP act – increases mouse intestinal alkaline phosphatase activity; muIAP, CDP-Star luminescence, 30 min; stronger effect = higher value; 1 = vehicle-only enzyme signal, 0 = enzyme-free wells; activation factor at 10 µM; hit rate 0.24% among 330,000;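 active means activation factor of at least 2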; further: the source names both 10 and 20 µM as test concentration; values of inactives mirror those of a sister screen read the other way
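Assay system: mouse IAP enzyme / Compound: DMSO-dissolved test compounds / Timing: 30 min, room temperature / Measured by: luminescence from enzymatic CDP-Star hydrolysis / Control set: DMSO-only wells, enzyme-free buffer wells as negative control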
mIAP block – mouse IAP inhibition; AID 2806; hit rate 0.2% among 330,000; inhibition, % at 10 µM; purified mouse IAP, CDP-Star luminescence, 30 min;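 active means inhibition of at least 40% at 10 µM in the primary screen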;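 further: plate controls were DMSO with enzyme for no effect and no enzyme wells for full effect; values of inactives mirror those of a sister screen read the other way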
Numbers without * were called inactive. Compounds were not picked by outcome (roughly 5% active in at least one column).

SMILES | hIAP block | NR3A LBD binder | MPTP block | A3A deaminase | beta cell repl | hIAP activ | A3G deaminase | mIAP act | mIAP block
CCN(CC(=O)Nc1c(F)cccc1F)C(=O)COc1ccc2c(C)cc(=O)oc2c1 | 0 | 1 | -1.7 | 10 | -1 | 1 | -1 | 0.92 | 8
COc1cc(C(CCN2CCCC(C)C2)c2c(OC)cc(OC)c3c(-c4ccccc4)cc(=O)oc23)cc(OC)c1OC (stereo unspecified) | 4 | -3 | -1.6 | 2 | -8 | 0.96 | 0 | 0.98 | 2
O=C(N/N=C/c1ccc(OCc2ccccc2)cc1)c1ccco1 | -6 | 13* | 2.1 | 2 | -3 | 1.1 | -4 | 0.94 | 6
COC(=O)CSc1nc2c(c(-c3ccco3)c1C#N)CCCC2 | 2 | -2 | 2.5 | -2 | -1 | 0.97 | -2 | 0.9 | 10
Cc1ccccc1-n1c(O)c(/C=N/N2CCCCC2c2cccnc2)c(=O)[nH]c1=O (stereo unspecified) | -1 | 0 | -1.4 | 0 | 0 | 1 | 0 | 0.99 | 1
Cc1cc(NC(=O)c2cccnc2)ccc1NC(=O)c1cc2ccccc2o1 | -32 | 4 | 0.2 | -2 | -1 | 1.3 | -6 | 0.98 | 2
CC(c1ccccc1)n1c(CO)nc2ccccc21 (stereo unspecified) | 6 | -3 | 0.6 | -4 | -2 | 0.94 | -6 | 1 | -1
CC1=NOC(=O)/C1=C\c1ccc(-c2cc(Cl)ccc2Cl)o1 | -14 | 3 | -4.7 | 2 | -5 | 1.1 | 1 | 0.9 | 10
COc1cccc(C(=O)Nc2cc(NC(=O)c3cccs3)ccc2C)c1 | -16 | -1 | -0.3 | 2 | -3 | 1.2 | -3 | 1.1 | -5
CCc1ccc(NC(=O)CCS(=O)(=O)c2ccc(Cl)cc2)cc1 | 11 | -1 | 0.3 | -3 | 1 | 0.89 | -11 | 0.94 | 6
COC(=O)Nc1nnc(COc2cccc(C)c2)s1 | -8 | -3 | 0.0 | 2 | -1 | 1.1 | -2 | 1 | -3
CC(CCc1ccccc1)NC(=O)C(=O)NCCc1ccccc1 (stereo unspecified) | -3 | 0 | 1.2 | 4 | 0 | 1 | 6 | 0.97 | 3
Cc1ccc(N2CC(C(=O)Nc3nnc(SCC(N)=O)s3)CC2=O)cc1 (stereo unspecified) | 0 | -2 | 0.1 | -6 | -1 | 1 | -10 | 0.95 | 5
C=CCn1c(SCC(=O)Nc2ccccc2C)nnc1-c1ccncc1 | -16 | 0 | 0.1 | 0 | -2 | 1.2 | 0 | 1.1 | -9
COc1ccccc1N=CC=C1OC(C)(C)C(C)(C)O1 | -2 | 1 | -1.3 | 1 | -1 | 1 | -2 | 0.98 | 2
Cn1cccc1CC(=O)NNC(=S)NC(=O)c1ccccc1Br | -53 | -4 | 26 | -5 | -1 | 1.5 | -3 | 0.83 | 17
O=C(Cc1ccc([N+](=O)[O-])cc1)NCc1ccncc1 | -2 | -2 | 1.0 | -1 | -1 | 1 | -5 | 0.96 | 4
CC(C)CN(C(=O)CSc1nc2ccccc2c(=O)n1C)C1CCS(=O)(=O)C1 (stereo unspecified) | -32 | 1 | -0.4 | -4 | -3 | 1.3 | -12 | 1.2 | -21
O=C(Nc1ccc(F)cc1F)N1CCCC(c2nc(-c3ccc(F)cc3)no2)C1 (stereo unspecified) | 7 | 0 | 1.4 | 6 | -2 | 0.93 | -7 | 0.97 | 3
Cn1c(Cc2ccccc2)nnc1SCC(=O)Nc1ccccc1N1CCOCC1 | -23 | -2 | -0.7 | 0 | -3 | 1.2 | 2 | 0.95 | 5

Two entries from above, set out differently:
SMILES: COc1cc(C(CCN2CCCC(C)C2)c2c(OC)cc(OC)c3c(-c4ccccc4)cc(=O)oc23)cc(OC)c1OC (stereo unspecified)
  hIAP block: 4 | NR3A LBD binder: -3 | MPTP block: -1.6 | A3A deaminase: 2 | beta cell repl: -8 | hIAP activ: 0.96 | A3G deaminase: 0 | mIAP act: 0.98 | mIAP block: 2
SMILES: O=C(N/N=C/c1ccc(OCc2ccccc2)cc1)c1ccco1
  hIAP block: -6 | NR3A LBD binder: 13* | MPTP block: 2.1 | A3A deaminase: 2 | beta cell repl: -3 | hIAP activ: 1.1 | A3G deaminase: -4 | mIAP act: 0.94 | mIAP block: 6

Continued:
SMILES | hIAP block | NR3A LBD binder | MPTP block | A3A deaminase | beta cell repl | hIAP activ | A3G deaminase | mIAP act | mIAP block
CC1(c2ccccc2)NC(=O)N(CCN2C(=O)c3ccccc3C2=O)C1=O (stereo unspecified) | 13 | 0 | -0.7 | -4 | 2 | 0.87 | -6 | 1 | -2
CCOC(=O)COn1c(=O)c(-c2ccc(F)cc2)[n+]([O-])c2ccccc21 | 0 | 1 | 0.6 | -2 | 0 | 1 | -7 | 0.98 | 2
CN(C)S(=O)(=O)c1cccc(NC(=S)N/N=C/C(=O)c2ccccc2)c1 | 10 | -5 | 0.6 | 1 | 0 | 0.9 | -1 | 0.78 | 22
Cc1ccc2cccc(SCC(=O)N3CCOCC3)c2n1 | -14 | 0 | -0.2 | -5 | 2 | 1.1 | -5 | 1.1 | -8
O=C(Nc1ccc(N2CCOCC2)c(Cl)c1)c1cc2ccccc2o1 | 4 | 10 | -4.4 | -6 | -2 | 0.96 | -3 | 1 | -1
CC(=C\c1ccccc1)/C=C1/SC(=S)N(CCC(=O)O)C1=O | 10 | 6 | 1.4 | -2 | -3 | 0.9 | 2 | 0.91 | 9
COc1ccc(-c2ncccc2OC(=O)C23CC4CC(CC(C4)C2)C3)cc1 | 1 | 16* | 1.2 | -1 | 0 | 0.99 | -6 | 1 | 0
OCCN(Cc1ccccc1)CC(O)COc1ccc(-c2ccccc2)cc1 (stereo unspecified) | 2 | -12 | -2.7 | -1 | -5 | 0.98 | -5 | 0.93 | 7
COc1ccc(CN(C(=O)COc2ccc(C)c(C)c2)C2CCS(=O)(=O)C2)cc1OC (stereo unspecified) | 10 | 7 | -1.5 | 2 | -1 | 0.9 | -2 | 1.1 | -10
O=C1COc2ccc(C(=O)COC(=O)/C=C/c3ccc(Br)o3)cc2N1 | -23 | -3 | -0.9 | 91 | -4 | 1.2 | 80 | 0.89 | 11
Cc1cccc(Nc2nc(OCC#N)nc(N(C)C)n2)c1 | -27 | -3 | -0.2 | -2 | 0 | 1.3 | -2 | 0.97 | 3
OC1(Cc2cc(-c3ccccc3)no2)CCN(CCCc2ccccc2)CC1 | 10 | -2 | 1.6 | -4 | -5 | 0.9 | 12 | 0.96 | 4
CCOc1ccc(N2C(=O)C3CCCN3C2=S)cc1 (stereo unspecified) | 8 | 0 | 0.1 | -5 | -5 | 0.92 | -10 | 0.87 | 13
CCCc1cc(=O)[nH]c(SCC(=O)Nc2cc(C)on2)n1 | 1 | -1 | 0.1 | 8 | -2 | 0.99 | -7 | 0.9 | 10
CCN(CC)CCNC(=S)N1CCn2c(nc3ccccc32)C1 | -9 | -2 | 29 | 1 | -1 | 1.1 | -2 | 1 | 0
O=C1CSC(c2ccc(F)cc2)N1c1ccccc1F (stereo unspecified) | -2 | -2 | -0.8 | 1 | -5 | 1 | 0 | 1.1 | -6
Cc1nc2cc(-c3ccccc3)nn2c(N)c1-c1ccccc1 | 4 | -3 | -1.9 | -7 | -6 | 0.96 | -10 | 1 | -2
CN(CC(=O)NCC1CCCCC1)S(=O)(=O)c1ccc(F)cc1 | -1 | 2 | 0.9 | -3 | 2 | 1 | -11 | 0.96 | 4
CCOC(=O)c1c(NC(=O)CCc2ccc(CC)o2)sc(C)c1C | 8 | 1 | 0.9 | 1 | -5 | 0.92 | 1 | 0.98 | 2
NC(=O)NC(=O)COC(=O)c1cccc(S(=O)(=O)N2CCCCCC2)c1 | 3 | 1 | 0.4 | 5 | -3 | 0.97 | -2 | 0.97 | 3
COc1ccccc1N1CCN(C(=O)C2CCN(C(=O)c3ccc(C(C)(C)C)cc3)CC2)CC1 | -25 | 4 | -0.4 | -3 | -1 | 1.3 | -4 | 0.94 | 6
Cc1cc(=O)n2nc(N3CCC(C(=O)NCc4cccnc4)CC3)sc2n1 | -18 | -1 | -7.6 | -1 | -3 | 1.2 | -4 | 0.94 | 6
CC(C)(C)C(=O)Nc1ccccc1C(=O)Nc1cc(Cl)ccc1Cl | 4 | -12 | 3.5 | 1 | -1 | 0.96 | -2 | 0.91 | 9
CC(C)C(=O)N[C@H]1CCC2C3CC=C4C[C@@H](O)CC[C@]4(C)C3CC[C@@]21C (stereo partly specified) | 5 | 0 | 0.8 | -4 | 8 | 0.95 | -6 | 0.99 | 1
COc1cccc(CNC(=O)CCCc2cn(C)c3ccccc23)c1 | -22 | 3 | 2.5 | -5 | -3 | 1.2 | -7 | 1.1 | -10
COc1ccccc1/C=C/C(=O)OCC(=O)c1c[nH]c2ccccc12 | -3 | 11* | -0.4 | 1 | -3 | 1 | 0 | 0.91 | 10
CCOc1ccccc1OCC(=O)Nc1nnc(COC)s1 | 24 | -1 | -0.1 | 2 | 1 | 0.76 | 0 | 1 | -2
CSCCC(NC(=O)COc1cccc2ccccc12)C(=O)O (stereo unspecified) | -11 | 2 | 0.6 | -5 | -1 | 1.1 | -5 | 1.1 | -11
COc1c(Br)cc(/C=N/n2c(-c3ccccc3)n[nH]c2=S)c(O)c1Br | -3 | -6 | 0.2 | -11 | -3 | 1 | 38 | 0.96 | 4
O=C(C(c1ccccc1)N1CCOCC1)N1CCOCC1 (stereo unspecified) | -15 | -1 | 1.5 | -2 | 3 | 1.1 | -6 | 0.96 | 4
COc1ccc2c(c1)-c1nc(NC(=O)c3ccco3)sc1CC2 | -3 | -8 | -2.0 | -3 | -3 | 1 | -4 | 0.95 | 5
Cn1c(CN(O)S(=O)(=O)c2ccc(Cl)cc2)nnc1C(F)(F)F | -12 | 0 | 0.9 | -3 | -2 | 1.1 | -5 | 0.91 | 9
COC(=O)c1ccc(NC(=O)Nc2ccc(F)cc2F)cc1 | -4 | 5 | 86* | -1 | -3 | 1 | -4 | 1.8 | -80
O=C(Cn1cnc2ccccc2c1=O)N1CCN(c2ccccc2)CC1 | 11 | 0 | 0.6 | 0 | -1 | 0.89 | 0 | 0.92 | 8
CCOCCCNC(=O)c1ccccc1SCC | -2 | 0 | 0.6 | -7 | -2 | 1 | -2 | 1.1 | -11
COc1ccc(CNc2ncnc3cc(OC)c(OC)cc23)cc1OC | -10 | 1 | -3.8 | -2 | -1 | 1.1 | -4 | 0.99 | 1
CN1CCN(CCCNC(=O)c2ccc3c(Cl)c4c(nc3c2)CCCC4)CC1 | -19 | -1 | -1.0 | -2 | 0 | 1.2 | -2 | 0.89 | 11
O=c1c(Cc2ccc(F)cc2)c(O)ccn1Cc1ccco1 | 12 | 0 | -0.1 | -1 | 0 | 0.88 | -5 | 0.95 | 5
CC(=O)c1c(N2CCCCC2)nc(=O)n(-c2ccccc2)c1C | -3 | -2 | -2.5 | -1 | 0 | 1 | -5 | 0.96 | 4
COC(=O)c1cc(NS(=O)(=O)c2ccc(NC(C)=O)cc2)ccc1Cl | -29 | -1 | 0.8 | 1 | -2 | 1.3 | 0 | 1.1 | -13
CCOC(=O)c1sc(-c2ccccn2)nc1C | -6 | -3 | -0.2 | 6 | 0 | 1.1 | -6 | 0.97 | 3
O=C(C1=C[C@H](c2ccc(C(F)(F)F)cc2)C[C@H](OCc2ccc(CO)cc2)O1)N1CCOCC1 | 17 | -1 | 0.1 | -1 | 6 | 0.83 | -8 | 0.96 | 4
O=C(OCC(=O)N1CCOCC1)c1ccccc1SCC(=O)N1CCCC1 | 21 | 0 | -2.9 | -1 | -1 | 0.79 | -4 | 0.97 | 3
CCn1cnc2c1c(=O)[nH]c(=O)n2Cc1ccccc1 | 5 | 2 | -0.8 | -1 | -1 | 0.95 | 0 | 1.1 | -8

Screening results (PubChem BioAssay)
